Assay outcomes: PubChem BioAssay, several laboratories
OX1R antag – antagonists of human orexin 1 receptor (OX1R); OX1R-expressing cells, FRET antagonist read-out; inhibition, % at 6.6 µM; actives 1.8% (n = 330,000); in the data active = inhibition mostly above about 38%, no sharp cut-off; inactive = mostly below about 40%;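 note: 0% = agonist challenge alone and 100% = reference antagonist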
Target sequence (O43613 whole entry, looked up): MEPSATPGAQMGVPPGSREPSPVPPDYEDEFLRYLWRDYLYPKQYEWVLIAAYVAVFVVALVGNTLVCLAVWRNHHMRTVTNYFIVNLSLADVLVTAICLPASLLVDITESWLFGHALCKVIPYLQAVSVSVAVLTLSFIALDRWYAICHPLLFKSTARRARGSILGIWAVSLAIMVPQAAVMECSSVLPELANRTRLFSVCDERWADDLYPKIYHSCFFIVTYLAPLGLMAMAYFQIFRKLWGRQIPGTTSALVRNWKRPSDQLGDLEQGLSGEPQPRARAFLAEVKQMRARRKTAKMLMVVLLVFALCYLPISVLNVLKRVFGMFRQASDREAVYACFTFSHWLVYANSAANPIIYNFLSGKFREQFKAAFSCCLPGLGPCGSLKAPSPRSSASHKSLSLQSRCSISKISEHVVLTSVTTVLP
STK33 kinase inh – inhibitors of purified STK33 kinase, primary screen, biochemical, ADP-Glo luminescence, homogeneous, cell-free; MBP phosphorylation; Serine/threonine-protein kinase 33 (Homo sapiens), Q9BYT3; actives 0.073% (n = 320,000); AID 2661, 2010; inhibition, % at 10 µM;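 active = inhibition at or above 25%, using the most active replicate where run in duplicate; inactive = inhibition below 25%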
Target sequence (Q9BYT3 whole entry, looked up): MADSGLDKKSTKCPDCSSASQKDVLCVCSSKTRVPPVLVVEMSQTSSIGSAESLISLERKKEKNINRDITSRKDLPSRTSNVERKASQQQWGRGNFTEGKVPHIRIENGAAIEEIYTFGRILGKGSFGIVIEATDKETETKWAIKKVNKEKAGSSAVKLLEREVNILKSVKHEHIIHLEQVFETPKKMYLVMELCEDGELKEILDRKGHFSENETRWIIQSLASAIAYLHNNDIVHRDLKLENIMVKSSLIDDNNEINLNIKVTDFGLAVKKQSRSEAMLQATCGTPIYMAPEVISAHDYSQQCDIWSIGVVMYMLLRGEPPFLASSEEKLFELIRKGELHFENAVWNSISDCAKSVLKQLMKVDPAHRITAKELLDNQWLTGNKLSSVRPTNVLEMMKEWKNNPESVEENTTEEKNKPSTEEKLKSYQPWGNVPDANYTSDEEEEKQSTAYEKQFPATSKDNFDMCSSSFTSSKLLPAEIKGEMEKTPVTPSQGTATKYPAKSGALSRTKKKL
KCNQ2 inh – KCNQ2 potassium channel inhibitors, primary screen, cell-based, CHO-K1, FluxOR thallium flux, B-score (AID 2156); Potassium voltage-gated channel subfamily KQT member 2 (Rattus norvegicus), O88943; 20 min; active compounds read low; B-score at 10 µM; actives 1.1% (n = 310,000);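 active = fluorescence ratio B-score at most minus 3 library SDs, with starting brightness B-score within 2 library SDs, cut at about -5.5 in these data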
The depositor's hits bear a star; i = inactive; nt = no result given.

OX1R antag,STK33 kinase inh,KCNQ2 inh,mol
41.1,-0.8,i,COc1ccc(N(CC(=O)NCc2ccccc2Cl)S(=O)(=O)c2c(C)noc2C)cc1
2.2,-0.7,i,N=c1ccn(Cc2ccccc2Cl)cc1
24.4,1.2,i,O=C(c1ccc(Cl)cc1[N+](=O)[O-])N1CCOCC1
15.7,-0.9,i,O=C(Nc1ccc(S(=O)(=O)Nc2nccs2)cc1)C1CC(=O)N(c2ccccc2)C1 (stereo not given)
11.8,0.5,i,Fc1ccc(OCc2nc(-c3ccncc3)n[nH]2)cc1
38.0,-1.1,i,COc1ccccc1Nc1ccc2nonc2c1[N+](=O)[O-]
2.8,-3.0,nt,COCCN(C(=O)CSc1nc2ccccc2o1)c1c(N)n(Cc2ccccc2)c(=O)[nH]c1=O
13.9,-0.5,nt,COC(=O)c1ccc(CNC(=O)c2ccc(S(=O)(=O)N3CCCCCC3)cc2)cc1
-0.2,0.0,i,COc1cccc(OCCCn2ccnc2)c1
7.3,3.2,i,CC(C)Cn1c(=O)c2ccccc2n2c(CCC(=O)NC3CCN(Cc4ccccc4)CC3)nnc12
48.3,-0.6,i,Cc1nnc(NC(=O)c2oc3ccccc3c2C)s1
-5.8,-0.8,i,NNC(=O)CN1C(c2ccc(Cl)cc2)=Nc2ccc(Br)cc2C1c1ccccc1 (stereo not given)
4.7,-0.3,i,O=C(Nc1ncccn1)c1cccc(Cl)c1
12.3,1.1,i,CCn1cc(C(=O)OCC(=O)Nc2cccc(S(=O)(=O)N3CCOCC3)c2)c(=O)c2ccc(C)nc21
8.3,-0.7,i,Cc1cc(NC(=O)CSc2nc3c(c(=O)n2-c2ccc(Cl)cc2)SCC3)no1
13.5,-0.6,i,COCc1ccc(CN2CCCC(C(=O)Nc3ccccc3-c3ccc(OC)cc3)C2)o1 (stereo not given)
9.1,1.2,i,O=C1CC(N2CCC(c3nc4ccccc4o3)CC2)C(=O)N1 (stereo not given)
18.0,-2.9,i,CN1CCN(C(=O)c2ccccc2NC(=O)c2sc3ccccc3c2Cl)CC1
-0.7,-0.7,i,CC(=O)c1nn(-c2cccc(C(F)(F)F)c2)c(=O)[nH]c1=O
1.5,1.4,i,COc1ccc(Br)cc1C(=O)Nc1cc(C)cc(C)c1
3.5,0.4,i,Cc1ccc(C(=O)C2=C(O)C(=O)N(Cc3ccco3)C2c2cccc(Cl)c2)o1 (stereo not given)
-1.9,-0.3,i,O=C(CNCc1cccs1)Nc1ccc(OC(F)(F)F)cc1
0.9,-0.8,i,O=C(CCN1C(=O)C2C3C=CC(C3)C2C1=O)Nc1ccccc1 (stereo not given)
13.2,1.5,i,CCOC(=O)N1CCC(NC(=O)c2ccc3c(c2)ncn3C2CCCC2)CC1
28.6,-0.7,-6.4*,CCN(C(=O)COC(=O)c1ccc(Cl)cc1N)C1CCCCC1
7.2,-1.2,i,CCOc1cc(NC(=S)NCc2ccccc2)c(OCC)cc1NC(=O)C(C)C
12.9,0.1,i,Cc1ccccc1/C=C1\CCCc2ccccc2C1=O
19.5,-0.7,i,O=C1CCCCN1CCCC(=O)N1CCCC(Nc2ccc(F)cc2)C1 (stereo not given)
13.0,-1.8,i,O=C(NC1CCCC1)C(c1ccc(Cl)cc1)N1CCOCC1 (stereo not given)
11.2,1.4,i,Cc1nn(CCC(N)=S)c2nc(-c3cccs3)cc(C(F)(F)F)c12
10.6,0.5,i,O=C(CCN1CCN(CCO)CC1)Nc1ccc(F)c(F)c1
33.4,0.5,i,O=C(O)C(=O)/C(=C\c1ccc(Cl)cc1)c1ccc2ccccc2n1
6.2,1.0,i,C/C(N)=C(/C#N)C(=O)COC(=O)CC1CCCC1
6.0,-1.0,i,O=C(COC(=O)c1ccco1)Nc1nnc(-c2ccccc2)o1
12.2,nt,i,O=C(O)C1(c2ccccc2)CCN(S(=O)(=O)c2ccc(Br)cc2)CC1
24.4,2.4,i,NS(=O)(=O)c1cccc(NC(=O)c2cccc(-c3ccc(O)cc3)c2)c1
-1.2,0.4,nt,O=C(CN1C(=O)NC(c2ccc(F)cc2)C1=O)Nc1ccc2c(c1)OCCO2 (stereo not given)
9.9,-0.3,i,O=C(Nc1cc(Cl)ccc1C(=O)O)c1ccc(CN2C(=O)c3ccccc3C2=O)cc1
9.8,0.4,i,COc1cc(/C=C(\C#N)c2ccccn2)ccc1OCC(=O)Nc1cccc(C(F)(F)F)c1
0.1,-1.8,nt,COc1cc(C(=O)OC(C)C(=O)NC(=O)NC2CCCCC2)ccc1OC(F)F (stereo not given)

Some of the entries so far, field by field.
O=C(NC1CCCC1)C(c1ccc(Cl)cc1)N1CCOCC1 (stereo not given)
  OX1R antag: 13.0; STK33 kinase inh: -1.8; KCNQ2 inh: i
CCOc1cc(NC(=S)NCc2ccccc2)c(OCC)cc1NC(=O)C(C)C
  OX1R antag: 7.2; STK33 kinase inh: -1.2; KCNQ2 inh: i
C/C(N)=C(/C#N)C(=O)COC(=O)CC1CCCC1
  OX1R antag: 6.2; STK33 kinase inh: 1.0; KCNQ2 inh: i

(continued)
OX1R antag,STK33 kinase inh,KCNQ2 inh,mol
21.1,-0.4,i,CCc1cccc(C)c1NC(=O)CN(C)Cc1ccc(Br)cc1
14.6,0.2,i,Cc1cc(=O)oc2cc(N3C(=O)CC(Cc4ccccc4)C3=O)ccc12 (stereo not given)
5.0,-0.2,nt,Cc1ccc(-c2nnc(SCC(=O)Nc3cccnc3Cl)n2N)cc1
18.0,-0.9,i,O=C(Cn1nc(-c2ccccc2)ccc1=O)N1CCOCC1
0.2,-0.1,nt,COc1ccccc1C1=Nn2c(nnc2C2CCCCC2)SC1
12.8,0.3,nt,CCOC(=O)N1CCN(C(=O)C2CCN(C(=O)Nc3ccccc3)CC2)CC1
28.3,-1.4,i,CCOc1cc(CNCCSc2nnnn2C)cc(Br)c1OCc1ccccc1F
22.5,0.2,i,COc1ccc(C(=O)NNC(=O)c2ccc(C)cc2)cc1S(=O)(=O)N1CCCC1
9.2,-0.5,i,CCOC(=O)CN(C(=O)Cn1nnc2ccccc21)C(C(=O)NCCOC)c1ccccc1 (stereo not given)
4.0,-0.5,nt,CCc1nn2c(=O)cc(COC(=O)c3cc(Cl)c(OC)c(OC)c3)nc2s1
26.6,-0.3,i,CC(C)CCNC(=O)Cc1c(C(=O)O)[nH]c2ccc(Cl)cc12
25.2,0.7,i,COc1c2ccc(C(=O)NCc3cc(C(F)(F)F)cc(C(F)(F)F)c3)cc2nn1C
32.2,-0.7,i,COC(=O)c1[nH]c2ccc(C)cc2c1NC(=O)c1ccccc1[N+](=O)[O-]
4.4,0.0,nt,Cc1ccc(S(=O)(=O)N2CCN(Cc3nnc(-c4c(-c5ccccc5)noc4C)o3)CC2)cc1
9.9,0.5,i,COCCn1nnnc1C(C(C)C)N1CCC(Cc2ccccc2)CC1 (stereo not given)
10.9,0.1,i,CC(C)COc1ccc(C(=O)Nc2ccc(SC(F)F)cc2)cc1
-1.9,-1.3,i,Cc1cc(C)c2[nH]c(=O)c(CN(CC3CCCO3)C(=S)Nc3ccccc3)cc2c1 (stereo not given)
21.5,-0.6,i,Cc1ccc(OCCOC(=O)Nc2ccccc2)cc1
29.1,-0.1,i,OCC[C@@H]1C[C@@H](O)[C@H](O)[C@]2(CCCc3ccccc3O2)O1
37.3,-1.5,i,C/C(=N/NC(=O)c1cccs1)c1ccc(N2CCOCC2)cc1

Full records as entered above. Values in the order: OX1R antag, STK33 kinase inh, KCNQ2 inh
`Cc1ccc(S(=O)(=O)N2CCN(Cc3nnc(-c4c(-c5ccccc5)noc4C)o3)CC2)cc1` in the list: 4.4, 0.0, nt
`O=C(CNCc1cccs1)Nc1ccc(OC(F)(F)F)cc1` in the list: -1.9, -0.3, i

Other structures:
OX1R antag,STK33 kinase inh,KCNQ2 inh,mol
17.4,-5.1,i,O=C(Nc1ccc(SC(F)F)cc1)c1ccccc1F
26.4,-1.1,i,CCOC(=O)c1sc(-c2ccccc2)nc1C
50.7*,-0.3,i,Cc1cc(C)n2nc(N)c(N=Nc3cccc(Cl)c3)c2n1
2.4,-0.7,i,CS(=O)(=O)N(CC(=O)N1CCOCC1)c1cccc(F)c1
3.6,0.3,i,Cc1ccc(O)c(CNc2cnc3ccccc3c2)c1
10.1,-0.4,i,Cc1cccc(C)c1NC(=O)C(c1ccccc1)N1CC(=O)Nc2ccccc21 (stereo not given)
6.7,0.0,i,Cc1cccc(N2CC(C(=O)Nc3ccc4c(c3)OCO4)CC2=O)c1C (stereo not given)
8.1,-1.1,i,Cc1nn(-c2ccccc2)c2sc(C(=O)OCc3nnc(-c4ccccc4)o3)cc12
12.5,-0.5,i,CCS(=O)(=O)NCc1cn2ccsc2n1
5.8,-1.3,nt,Cc1nn(CC(=O)NCCC2=CCCCC2)c(C)c1S(=O)(=O)N(C)C
16.5,-0.7,i,COc1cc(C2=NOC(C(=O)Nc3ccc(C)cc3)C2)cc(OC)c1OC (stereo not given)
-0.1,-1.5,i,C=C(C)Cn1c(SCC(=O)O)nnc1-c1ccccc1
19.5,0.0,i,COc1ccc(C2C(C#N)=C(N)Oc3n[nH]c(C)c32)cc1Cn1nc(C)c([N+](=O)[O-])c1C (stereo not given)
4.3,-0.4,nt,CC(=O)c1ccc(OCC(=O)N2CCCC2c2ccc3c(c2)OCCCO3)cc1 (stereo not given)
3.0,-0.7,nt,CN(C(=O)c1cccc(NC(=O)Cc2ccc([N+](=O)[O-])cc2)c1)C1CCC1
12.8,2.4,i,O=C(c1cc(-c2ccc3c(c2)OCO3)on1)N1CCN(c2ccccc2)CC1
25.9,3.9,i,COc1cccc(Nc2ncnc3ccccc23)c1
-3.3,-1.0,i,O=C1[C@@H]2[C@@H]3C[C@@H]([C@H]4ON=C(c5ccc(Cl)cc5)[C@@H]34)[C@@H]2C(=O)N1C1CCCCC1
-0.8,2.9,i,Cc1cnc2ncc3sccc3c2c1
4.0,-0.7,i,O=C(NNS(=O)(=O)c1ccc(Cl)cc1)c1cc(-c2ccccc2)nc2ccccc12

At a glance, some entries already given:
OX1R antag,STK33 kinase inh,KCNQ2 inh,mol
17.4,-5.1,i,O=C(Nc1ccc(SC(F)F)cc1)c1ccccc1F
26.4,-1.1,i,CCOC(=O)c1sc(-c2ccccc2)nc1C

Next part
OX1R antag,STK33 kinase inh,KCNQ2 inh,mol
10.1,-1.9,i,CC(=O)c1ccc(NC(=O)COc2ccccc2C(=O)Nc2ccc(C)cn2)cc1
-0.8,-1.8,i,CCN(CC)CCN(Cc1cc2cc3c(cc2[nH]c1=O)OCO3)C(=S)NCCCN(C)C
9.2,-1.2,i,CCC1(O)CC(c2ccccc2)=NN1C(=O)c1ccccc1F (stereo not given)
14.9,-1.9,i,CCC1CCCCN1C(=O)c1nn2cccnc2c1Cl (stereo not given)
11.5,-0.6,i,CCOC(=O)C1CCN(C(=O)CNC(=O)Cn2c(C)cc3ccccc3c2=O)CC1
11.9,-1.5,i,Cc1ccc(C2=NN(C(=O)CCCC(=O)O)C(c3ccc4c(c3)OCO4)C2)cc1 (stereo not given)
4.2,-0.3,i,Cc1cc(=O)[nH]c2c1c(C)nn2C1CCOC(C)(C)C1 (stereo not given)
11.4,-0.9,i,COc1cc2c(cc1OC)-c1cc(N3CCCCCC3)nc(=O)n1CC2
-2.1,0.1,nt,CCc1ccc(-c2nn(-c3ccccc3C)cc2C(=O)N2CCN(C3CCS(=O)(=O)C3)CC2)cc1 (stereo not given)
-3.1,-3.0,i,COc1ccc(-c2cc(C(F)(F)F)n3nc(C(=O)N4CCCC4)cc3n2)cc1
10.8,-0.7,i,Cc1csc(NC(=O)C2CCN(S(=O)(=O)c3ccc4c(c3)oc(=O)n4C)CC2)n1
8.8,-2.8,i,CCc1nc2oc3ccccc3c(=O)c2c(=O)n1-c1ccc(C)cc1
12.8,-0.2,i,O=C(Oc1c(-c2ccccc2)c(=O)n2c3c(cccc13)CC2)c1cccc([N+](=O)[O-])c1
-1.1,-0.7,i,Cc1ccc(N=Cc2nc(/C=C/c3cccc([N+](=O)[O-])c3)oc2O)cc1
5.9,0.3,i,COc1ccc(CNC(=O)C2CCN(S(=O)(=O)c3ccc4nc5c(c(C(=O)O)c4c3)CC(C)CC5)CC2)cc1 (stereo not given)
32.2,-1.0,i,O=C(c1nc2ccc(Cl)cn2c1CN1CCCC(CO)C1)N1CCc2ccccc2C1 (stereo not given)
33.1,-2.3,i,CC(C)(C)c1ccc(C(=O)Nc2cccc([N+](=O)[O-])c2)cc1
24.6,-1.1,i,Cc1cccc(-n2ncc3c(N4CCCC4)ncnc32)c1
-1.3,-0.5,i,COc1cc(C2C(C#N)=C(N)OC3=C2C(=O)CC(C)(C)C3)cc2c1OCO2 (stereo not given)
3.5,-1.4,i,CCCN(CCC)S(=O)(=O)c1ccc(C(=O)Nc2cccnc2)cc1
10.8,-0.2,-9.26*,C=CCn1c(SCC(N)=O)nc2sc3c(c2c1=O)CCC3
3.3,-1.4,i,CC(C)OC(=O)CSc1nnc(-c2ccccn2)n1N
40.0,-0.7,i,C=CCn1c(O)c(N=NC(=O)CNC(=O)c2cccs2)c2ccccc21
10.2,-0.8,i,C/C=C\C(=O)Nc1cccc(C2=NOC3(C2)C[C@H](C(N)=O)N(C(=O)[C@H]2CCC(=O)N2)C3)c1 (stereo not given in full)
16.7,-1.7,i,Cc1sc2nc(SCC(=O)N3CCCCC3)[nH]c(=O)c2c1C
-7.2,-1.1,i,CCN(c1ccc(OC)cc1)S(=O)(=O)c1csc(C(N)=O)c1
15.9,-1.5,i,O=C(NCc1ccccn1)c1ccc(NS(=O)(=O)c2ccccc2)cc1

No enrichment for hits; about 2.7% have a hit in one of these screens.
